# Bioassay records: PubChem, National Center for Advancing Translational Sciences (NCATS)
# TDP1 cell noCPT = qHTS for Inhibitors of human tyrosyl-DNA phosphodiesterase 1 (TDP1): qHTS in cells in absence of CPT; DT40 Tdp1-/- hTDP1 cells, no CPT, ATP luminescence, 48 h; Potency, µM (top dose mostly 46.2 µM), for the others: top-dose activity change, negative = growth inhibition, most hits filed as inhibitors; actives 15% (n = 420,000); further: nearly all actives have a fitted effect of over 55% in size
#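 Stably hTDP1-transfected Tdp1-null chicken DT40 cells were treated with library compounds minus camptothecin and grown for at least 48 hr at 37 °C, after which cellular ATP was quantified by luminescence.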
# TDP1 cell CPT = DT40-hTDP1 cell growth loss with CPT. Potency, µM (top dose mostly 46.2 µM), for inactives: at the highest dose activity change, negative = growth inhibition, usual class: inhibitors. chicken DT40 Tdp1-/-;hTDP1 cells + 20 nM CPT, ATP luminescence, 48 h. actives 12% (n = 420,000); further: nearly all actives have a fitted effect of over 55% in size
#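 Cell growth measured by CellTiter-Glo luminescence after a minimum 48 h, 37 C compound exposure with 20 nM CPT in Tdp1-knockout DT40 cells stably expressing hTDP1, seeded 400/well; qHTS titration format.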
# KAT2A inh = blocks human GCN5L2 histone acetyltransferase | Q92830 | GCN5L2 HAT assay, ThioGlo1 CoA-SH fluorescence | Potency, µM (highest dose often 58.9 µM), for the others: at the highest dose activity change, negative = inhibition, hits mostly inhibitors | actives 0.21% (n = 390,000)
# Target sequence (Q92830 whole entry, looked up): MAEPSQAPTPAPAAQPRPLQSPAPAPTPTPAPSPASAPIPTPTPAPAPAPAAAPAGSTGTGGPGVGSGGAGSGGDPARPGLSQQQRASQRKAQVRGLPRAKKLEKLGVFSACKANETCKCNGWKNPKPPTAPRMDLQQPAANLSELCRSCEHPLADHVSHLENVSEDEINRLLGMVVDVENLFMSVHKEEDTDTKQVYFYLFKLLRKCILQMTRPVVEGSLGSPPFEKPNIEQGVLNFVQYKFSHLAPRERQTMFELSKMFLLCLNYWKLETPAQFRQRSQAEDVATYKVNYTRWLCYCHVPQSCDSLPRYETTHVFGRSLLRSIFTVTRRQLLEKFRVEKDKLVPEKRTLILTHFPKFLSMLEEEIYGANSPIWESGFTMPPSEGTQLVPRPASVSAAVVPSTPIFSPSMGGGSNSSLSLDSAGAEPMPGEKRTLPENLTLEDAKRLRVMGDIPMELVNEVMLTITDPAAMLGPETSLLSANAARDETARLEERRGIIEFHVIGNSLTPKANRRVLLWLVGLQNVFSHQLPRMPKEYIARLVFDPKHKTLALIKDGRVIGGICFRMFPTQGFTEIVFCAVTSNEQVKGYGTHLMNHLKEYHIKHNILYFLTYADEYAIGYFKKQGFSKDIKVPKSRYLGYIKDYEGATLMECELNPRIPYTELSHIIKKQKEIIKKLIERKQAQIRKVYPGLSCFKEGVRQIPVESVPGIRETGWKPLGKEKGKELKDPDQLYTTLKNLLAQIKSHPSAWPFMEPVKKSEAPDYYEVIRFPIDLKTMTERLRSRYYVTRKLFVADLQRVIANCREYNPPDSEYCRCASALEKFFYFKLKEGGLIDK
#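 ThioGlo1-coupled HAT assay: 20nM GCN5L2, 70uM acetyl-CoA, 75uM H3(1-25) peptide, pH 7.5. Fluorescence read at 340/540nm at start and after 20 min at room temperature.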
# An asterisk follows results filed as active; ? = inconclusive; · = not tested or not shown; & = joins results of further samples; [ ] = dose if it differs, or a comment. The call rests on the fitted dose curve; in most records, active means well fitted curve in the direction sought with a large enough effect; inconclusive means small, poorly fitted or top-dose-only effect, or another doubt; inactive means no such curve, though single readings can be large; an effect the other way counts as inactive or inconclusive. On the % scale 0 is the no-effect control and ±100 the full control effect; potency means the concentration at half of the fitted maximal effect.
# Each structure is followed by: TDP1 cell noCPT | TDP1 cell CPT | KAT2A inh
CN(Cc1ccsc1)C(=O)Cn1cc(Br)ccc1=O
  -3.1% | 15.5% | -4.1%
Cc1cccc(-c2noc(CCC(=O)NCCc3ccccc3)n2)c1
  ? | -2.7% | -4.3%
Cc1noc(C)c1C(=O)N1CCC1(C)C(=O)NS(=O)(=O)c1cccc(F)c1 (stereo not given)
  2.3% | 8.4% | ·
COc1cccc(C(=O)C2CCCN(Cc3cn(C)nc3-c3ccccc3)C2)c1 (stereo not given)
  ? | 23.1µM* | -1.9%
COc1cc(-c2c(C#N)c(=O)[nH]c3c2c(C)nn3-c2ccccc2)ccc1O
  ? | -14.5% | -15.8%
CC(C)(C)c1ccc(OCCNC(=S)NC(=O)c2cccnc2)cc1
  -18.1% | 6.7% | -8.4%
C=CCN(c1ccc(C(=O)N2CCN(c3ccc(F)cc3)CC2)cc1)S(C)(=O)=O
  ? | -19.1% | -22.2%
S=C(NCCc1ccccc1)Nc1ncccn1
  -16.7% | 1.5% | ·
CCCCNC(=O)CN1C(=O)COc2ccc(S(=O)(=O)N3CCCCCC3)cc21
  -15.5%&-1.2% | -9.6%&2.9% | ?
COc1ccc(Cn2nnnc2CN2CCc3ccccc32)cc1
  -6.6% | -14.5% | -2.3%
Cc1cccc(NS(=O)(=O)c2ccc(C(=O)NCC(c3ccccc3)N(C)C)cc2)c1C (stereo not given)
  ? | 16.4µM* | -6.6%
COc1ccc(C2NC(=O)c3n[nH]c(C)c32)c(OC)c1 (stereo not given)
  -14.2% | 13.5% | -3.9%
CCOCC(=O)NC1CCc2cc(OC(=O)COCC)c(OC)c(OC)c2-c2ccc(SC)c(=O)cc21 (stereo not given)
  0.146µM* | 0.0231µM* | ·
COc1ccc(C2=Nc3ccccc3N(C(=O)c3cc(Cl)cc(Cl)c3)C2C(=O)NCc2ccccc2)cc1 (stereo not given)
  ? | ? | ·
COc1cccc(C(=O)N(Cc2ccco2)c2c(N)n(Cc3ccccc3)c(=O)[nH]c2=O)c1
  3.3% | 4.6% | -4.3%
O=C(NC1CCS(=O)(=O)C1)C1CCCN(S(=O)(=O)c2ccc(Cl)cc2)C1 (stereo not given)
  -22.4% | 1.9% | -4.9%
CCOC(=O)/C=C1/SCC(=O)N1CC(=O)Nc1ccccc1OC(F)F
  -12.4% | -8.5% | ·
COCC(=O)N1C[C@H](C)[C@H](OC)CN(C)C(=O)c2cc(NC(=O)Nc3cccc(F)c3)ccc2OC[C@@H]1C
  10.3µM* | 11.6µM* | ·
Cc1ccc(C)c(/C=N/Nc2ccccn2)c1
  -11.1% | -7.2% | 0.0%
CN(/N=C/c1cc([N+](=O)[O-])ccc1O)c1ccccc1
  -0.2% | 5.4% | -3.2%
Cc1cc(C)n(C(=O)c2ccc(C)c(F)c2F)n1
  -1.4% | 4.5% | -2.6%
CCOC(=O)C1=C(COC(=O)/C=C/c2cccc(Cl)c2)NC(=O)NC1C (stereo not given)
  -3.1% | 1.3% | -0.1%
O=C(Nc1ccccc1C(F)(F)F)N1CCC(CN2CCc3ccccc3C2)CC1
  ? | ? | -1.6%
Cc1ccc(CNCc2ccco2)cc1
  -25.3% | -1.0% | -14.5%
Cc1cccc(NC(=O)c2ccc(S(=O)(=O)N(C)c3ccccc3)cc2)n1
  20.6µM* | ? | -1.5%
COc1ccc(NC(=O)NCCCN2CCCC2=O)cc1
  2.3% | 5.3% | -2.1%
CCOC(=O)c1sc(SC)c2c1CCCC2=O
  -5.0% | -3.5% | -4.6%
Cn1cc(C(=O)N2CCN(C(=O)c3ccco3)CC2)c2c3ccccc3n(C)c2c1=O
  -19.5% | -22.8% | -13.8%
COc1cc(C2CC(=O)Nc3c2c(=O)n(C)c(=O)n3C)cc(OC)c1OC (stereo not given)
  3.8% | 4.3% | -6.2%
O=C(NNC(=O)c1cccs1)c1ccncc1
  1.4% | -0.5% | -3.5%

# Next part:
# Each structure is followed by: TDP1 cell noCPT | TDP1 cell CPT | KAT2A inh
Cc1cc(S(=O)(=O)NCCc2ccccc2)ccc1-n1cnnn1
  -25.3% | -25.4% | -0.3%
COc1ccc2oc(=O)cc(CN3CCN(Cc4ccccc4)CC3)c2c1
  ? | ? | 0.5%
CNC(=S)N/N=C/c1ccco1
  ? | ? | -3.2%
Cc1ccc(-n2nc(C(=O)Nc3ccc(C)c(F)c3)c3c4ccccc4n(C)c3c2=O)cc1
  0.3% | 2.7% | -0.4%
CCc1nc(OCc2ccco2)c2sc3nc4c(cc3c2n1)COC(C)(C)C4
  16.4µM* | 25.9µM* | -2.3%
CC(C)n1c(SC2CCOC2=O)nc2ccccc21 (stereo not given)
  -1.2% | 0.2% | -0.1%
COC(=O)CC1C(=O)NCCN1C(=O)CN1Cc2ccccc2OC(c2ccccc2)C1 (stereo not given)
  -14.3% | -5.0% | ·
O=C(Nc1ccccc1N1CCCCC1)C1CCN(C(=O)c2ccc(Cl)cc2)CC1
  ? | 23.1µM* | -7.2%
CCn1c(SCC(=O)Nc2cc(C)on2)nnc1-c1ccncc1
  12.1% | -0.7% | -0.8%
O=C(CN(C(=O)CCC(=O)Nc1ccccn1)c1ccc2c(c1)OCO2)NCc1ccco1
  -6.1% | 5.2% | -0.9%
O=C1c2cccc3cccc(c23)C(=O)N1CCCc1n[nH]c(=S)n1-c1ccccc1
  ? | -9.0% | -4.3%
Nc1ccc(C(=O)Nc2ccc3nc(-c4cccnc4)[nH]c3c2)cc1
  ? | -1.7% | -4.2%
Cn1c(=O)c2cc(S(=O)(=O)NCCC(=O)Nc3ccc(Cl)cc3)ccc2n(C)c1=O
  -16.6% | ? | 0.1%
Cc1ccc(Cn2c(-c3nonc3N)nc3ccccc32)cc1
  -23.3% | -10.0% | -5.8%
CC(OCC(O)CN(C)Cc1nc2ccccc2c(=O)[nH]1)c1ccc(Cl)cc1 (stereo not given)
  ? | 18.4µM* | -9.1%
O=C(NNc1ccccc1C(F)(F)F)c1sccc1Cl
  ? | ? | ·
CCOC(=O)C1=C(c2ccccc2)NC(SCC(N)=O)=C(C#N)C1c1cccnc1 (stereo not given)
  7.3% | ? | -4.6%
Cc1ccc(S(=O)(=O)N2CCCSCC2)cc1
  -11.3% | 1.1% | -5.3%
CCn1c(C(=O)N2CCCC(C(=O)NCCCOC)C2)cc2sccc21 (stereo not given)
  ? | ? | -9.5%
Cc1cccn2c(=O)c(/C=C(\C#N)S(=O)(=O)c3ccccc3)c(N3CCN(C)CC3)nc12
  -19.4% | -8.0% | -5.1%
COC(=O)CSc1nnc(-c2ccc(S(=O)(=O)NCc3cccs3)cc2)o1
  13.9% | -1.7% | -1.0%
O=C(C[C@H]1CC[C@H]2[C@@H](COC[C@@H](O)CN2S(=O)(=O)c2ccc(F)cc2)O1)N[C@@H]1CCN(Cc2ccccc2)C1
  11.0% | -17.4% | ·
CCSC1=NCCN1S(=O)(=O)c1ccc(NC(C)=O)cc1
  ? | -20.3% | 0.1%
CC12CCC(C(=O)N3CCC(Cc4ccccc4)CC3)(C(=O)C1=O)C2(C)C (stereo not given)
  ? | 11.3% | -6.0%
CN(C)CCCn1c2c(c(SCC(=O)Nc3nccs3)nc1=O)CCC2
  -2.7% | -0.1% | -21.7%
N/C(=N\OC(=O)c1cccc(Cn2cc(C(F)(F)F)ccc2=O)c1)c1ccc(Cl)cc1
  20.6µM* | ? | -1.7%
CC(C)[C@H](NC(=O)c1ccccc1)C(=O)OCC(=O)N1CCN(C(=O)c2ccco2)CC1
  -2.6% | 8.1% | 0.8%
COc1cccc(NC(=O)C2CCN(S(=O)(=O)c3ccccc3)CC2)c1
  -9.8% | -14.0% | 0.8%
CCOc1ccc(NC2=CC(=O)CCC2)cc1
  -1.9% | 22.1% | -14.0%
CCN(CC)S(=O)(=O)c1cccc(NC(=O)c2cncc(Br)c2)c1
  ? | ? | -8.4%

# New compounds follow.
# Each structure is followed by: TDP1 cell noCPT | TDP1 cell CPT | KAT2A inh
COc1ccc(C2CC(c3ccc4ccccc4c3)=NN2C(=O)CN2CCC(C(N)=O)CC2)cc1 (stereo not given)
  ? | ? | -2.7%
CC(C)(C)c1ccc(C(=O)Nn2c(CCC(=O)O)ccc2-c2cccs2)cc1
  1.2% | -1.4% | 0.9%
CCN1c2ccccc2-c2nc(SCC(=O)Nc3cc(C)c(Cl)cc3OC)ncc2S1(=O)=O
  ? | ? | -6.1%
COC(=O)c1ccc(N2C(=O)C3CC(C)=C(C)CC3C2=O)cc1 (stereo not given)
  0.4% | -0.1% | -3.4%
COc1ccccc1CC(=O)NC12CC3CC(CC(C3)C1)C2
  ? | -19.0% | -8.0%
CCn1c(SCC(N)=O)nnc1C(C)C
  -11.7% | 0.3% | -6.6%
Cc1nc2sc3c(O)cc(=O)[nH]c3c2c(C)c1C
  ? | ? | -7.5%[0.501 µM]
COc1ccc(S(=O)(=O)NCCN2CCOCC2)c(C)c1C
  -2.8% | 4.1% | -1.1%
Cc1ccc(NC(=O)c2cccc(Cl)c2)nc1
  -26.3% | -25.4% | -4.6%
CC(C)(C)NC(=O)CN1C(=O)/C(=C/c2ccccc2)SC1=S
  -6.6% | -0.7% | -3.1%
CC(=O)CCC(=O)NCCc1ccccc1F
  2.1% | -8.1% | -2.7%
CCC(=O)N1CCc2cc(S(=O)(=O)NCCC(=O)Nc3cccc(C)c3C)ccc21
  -27.6% | -22.6% | 0.1%
O=C(Cn1cc(S(=O)(=O)c2ccc(Cl)cc2)c(=O)c2ccccc21)Nc1ccc2c(c1)OCO2
  ? | -27.7% | -3.2%
Cc1ccc(C)c(NS(=O)(=O)c2c(C)nn(C)c2C)c1
  5.3% | -9.5% | -16.5%
COc1ccccc1C(=O)Nc1c(C(=O)N(C)Cc2ccccc2)sc2nc(C)c(Cl)c(C)c12
  ? | ? | -11.7%
O=C(CN1CCN(c2ccccn2)CC1)Nc1ccc(F)cc1
  -18.6% | -12.6% | -3.0%
O=C(C1CCCN(S(=O)(=O)c2cccnc2)C1)N1CCn2c1nc1ccccc12 (stereo not given)
  -13.5% | -16.8% | 2.5%
CNC(=O)Nc1ccc(C2SCCS2)cc1
  -25.0% | 0.1% | ?
CN1CCN(Cc2c(O)ccc3occ(C(=O)c4ccccc4)c23)CC1
  -18.5% | ? | 9.3%
CC(C)n1nc(C(=O)Nc2ccc(-n3cnnn3)cc2)c2ccccc2c1=O
  -17.9% | -24.3% | -2.4%
CN(C)C(=O)c1ccc(-c2ccc3ncnc(N4CCOCC4)c3c2)cc1
  ? | ? | -3.3%
CCOC(=O)C1=C(C)N(CCCC(=O)O)C(=O)NC1c1ccccc1 (stereo not given)
  -0.7% | -19.6% | ·
CCc1ccccc1NC(=O)CCn1nc(C)c2c(C)n(-c3ccccc3)nc2c1=O
  -3.5% | 1.8% | -4.2%
Cc1ccc(-c2nc3ccc(Cl)cn3c2Nc2ccc3c(c2)OCCO3)o1
  16.4µM* | 20.6µM* | -3.0%
O=C(NC1CCC1)C1CCC(=O)N(Cc2cccc(F)c2)C1 (stereo not given)
  9.2% | 4.7% | 0.2%
CCCn1ncc(CN2CCC(n3nccc3NC(=O)CCc3ccccc3)CC2)c1C
  -0.3% | 3.6% | -5.4%
COc1ccccc1-c1noc2ncnc(Nc3cccc(C)c3)c12
  ? | ? | -3.8%
CCO[C@H]1[C@H](NC(=O)c2cccnc2)c2ccccc2C12CCN(C(=O)c1cc(C)n(C)n1)CC2
  -9.6% | -8.3%[9.04 µM] | ·
CNCCNS(=O)(=O)c1cccc2cnccc12
  ? | 18.4µM* | 1.1%
Cc1cc(NC(=O)Cn2c(=O)oc3ccccc32)no1
  5.7% | 7.2% | -1.0%

# One compound at a time, from the list above. Values in the order: TDP1 cell noCPT | TDP1 cell CPT | KAT2A inh
# Cc1ccc(NC(=O)c2cccc(Cl)c2)nc1 as listed: -26.3% | -25.4% | -4.6%
# CCN1c2ccccc2-c2nc(SCC(=O)Nc3cc(C)c(Cl)cc3OC)ncc2S1(=O)=O as listed: ? | ? | -6.1%
# CC(C)n1nc(C(=O)Nc2ccc(-n3cnnn3)cc2)c2ccccc2c1=O as listed: -17.9% | -24.3% | -2.4%

# Further structures follow:
# Each structure is followed by: TDP1 cell noCPT | TDP1 cell CPT | KAT2A inh
Cc1c(NC(=O)CN2C(=O)NC(C)(c3ccccc3Cl)C2=O)c(=O)n(-c2ccccc2)n1C (stereo not given)
  1.9% | 13.7% | ?
CC1CCCC(C)N1C(=O)COC(=O)c1ccc(S(=O)(=O)N(C)c2ccccc2)cc1 (stereo not given)
  ? | 17.4% | -4.7%
O=C(CCNC(=O)c1ccc(Br)cc1)OCc1ccccc1Cl
  -14.0% | 26.7% | 2.7%
N#C/C(=C\c1cccc(O)c1)C(=O)N1CCCCC1
  ? | 15.1% | -7.8%
Nn1c(COc2ccccc2)nnc1SC(F)F
  -9.9% | 1.3% | 2.1%
CCC(C)Sc1nc(C)nc2c1c(=O)n(C)c(=O)n2C (stereo not given)
  ? | -9.2% | -2.9%
COc1cc(OC)cc(C(=O)Nc2cccc3ccccc23)c1
  -24.7% | ? | 1.2%
